Source: PubChem
FBA Mtb inh: inhibitors of M. tuberculosis fructose-bisphosphate aldolase; inhibition, % at 1 µM; AID 588726; 2.3% of 360,000 active; P9WQA3; purified M. tuberculosis FBA, fluorescence read-out; in the data active means inhibition above about 27%;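 further: 0% = vehicle and 100% = reference inhibitor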
Rv3671c inh: inhibits the M. tuberculosis serine protease Rv3671c; P9WHR9; inhibition, % at 5.96 µM; 0.048% of 320,000 active; in the data active means inhibition above about 38%;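 further: extracellular domain of Rv3671c used as enzyme; 0% = enzyme with DMSO and 100% = no enzyme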
BoNT-F LC inh: blocks Botulinum neurotoxin F light chain protease | inhibition, % at 10 µM | 0.22% of 360,000 active | Multiplex microsphere protease cleavage assay, flow cytometry; in the data active means inhibition above about 35%, passing the limit was not always enough; inconclusive means no clear call, values can overlap the other calls; further: plate controls were buffer without enzyme for full effect and enzyme alone for no effect
FadD28 binding: inhibitors of Mycobacterium tuberculosis FadD28 bisubstrate binding; 0.22% of 360,000 active; AID 588549; inhibition, % at 12.5 µM; FadD28 bisubstrate probe binding, fluorescence polarization; in the data active means inhibition above about 8.5%, passing the limit was not always enough; inconclusive means no clear call, values can overlap the other calls
Mtb BioA inh: BioA (M. tuberculosis) enzyme inhibition. purified M. tuberculosis BioA enzyme, plate reader. inhibition, % at 9.99 µM. 0.096% of 360,000 active. AID 602481; in the data active means inhibition above about 40%; inconclusive means no clear call, values can overlap the other calls
Mtb UGM inh: Mtb UDP-galactopyranose mutase inhibition; P9WIQ1; purified UGM, fluorescence polarization probe displacement; inhibition, % at 10 µM; 0.06% of 320,000 active; in the data active means inhibition above about 10%, passing the limit was not always enough; inconclusive means no clear call, values can overlap the other calls
Target sequence (P9WIQ1 whole entry, looked up): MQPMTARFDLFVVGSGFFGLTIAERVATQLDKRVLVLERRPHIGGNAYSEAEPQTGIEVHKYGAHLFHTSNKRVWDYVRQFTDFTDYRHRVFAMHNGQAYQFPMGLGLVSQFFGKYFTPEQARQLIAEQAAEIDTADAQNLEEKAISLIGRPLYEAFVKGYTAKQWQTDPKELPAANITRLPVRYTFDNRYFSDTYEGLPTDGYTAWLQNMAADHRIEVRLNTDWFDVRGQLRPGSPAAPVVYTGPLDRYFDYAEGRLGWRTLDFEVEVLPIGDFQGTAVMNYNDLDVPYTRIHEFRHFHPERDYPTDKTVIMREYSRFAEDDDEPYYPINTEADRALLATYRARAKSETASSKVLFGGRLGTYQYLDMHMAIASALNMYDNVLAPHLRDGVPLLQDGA
DUSP3 inh: blocks human VHR1 dual specificity phosphatase. P51452. recombinant VHR phosphatase, pNPP absorbance. inhibition, % at 13.3 µM. 0.52% of 290,000 active; in the data active means inhibition above about 50%; further: some compounds called inactive have numbers as strong as hits
Target sequence (P51452 whole entry, looked up): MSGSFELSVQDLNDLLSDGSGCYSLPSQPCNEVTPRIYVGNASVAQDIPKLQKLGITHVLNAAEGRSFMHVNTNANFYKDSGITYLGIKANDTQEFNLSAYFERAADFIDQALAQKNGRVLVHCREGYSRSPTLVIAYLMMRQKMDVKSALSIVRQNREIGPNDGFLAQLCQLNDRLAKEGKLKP
CCHF vOTU inh: blocks the CCHF virus ovarian tumor domain protease | AID 651958 | inhibition, % at 11.5 µM | CCHFV vOTU protease, Pep-AMC fluorescence | 0.55% of 370,000 active; further: 0% = vehicle wells with enzyme and 100% = no enzyme wells
MazF activator: increases E. coli MazEF RNase cleavage of RNA; P0AE70; FAM/BHQ RNA-DNA oligo cleavage fluorescence, 5 h; activation, % at 20 µM; 0.32% of 350,000 active; AID 504720; in the data active means activation above about 50%
Target sequence (P0AE70 whole entry, looked up): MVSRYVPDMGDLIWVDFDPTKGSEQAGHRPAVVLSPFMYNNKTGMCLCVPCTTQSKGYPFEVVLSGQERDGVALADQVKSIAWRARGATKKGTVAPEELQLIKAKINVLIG
GDH-TPI counter: inhibits GDH-TPI coupling enzymes, artifact for Mtb FBA screen; GDH-TPI coupled enzyme counterscreen, NADH absorbance; inhibition, % at 4.8 µM; 1.2% of 360,000 active;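 further: 0% = DMSO wells and 100% = wells lacking the enzyme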
Active calls of the source: *; ? = inconclusive; / = no result given. Unless noted, no stated cut-off is given here; in the data, active means inhibition above about 30%; inactive means the rest.

SMILES | FBA Mtb inh | Rv3671c inh | BoNT-F LC inh | FadD28 binding | Mtb BioA inh | Mtb UGM inh | DUSP3 inh | CCHF vOTU inh | MazF activator | GDH-TPI counter
COc1ccc(NC(C)=O)cc1NC(=O)CSc1nnc(-c2cccnc2)n1C | 4 | 4 | 2 | 2.0 | 3.7 | -2.2 | 12 | -1 | 7 | -9
Cc1ccc(N)c(C(=O)c2ccccc2)c1 | 1 | -10 | -5 | -1.4 | -0.3 | 1.5 | 27 | -11 | 4 | 1
COc1ccc(CCNC(=O)Cn2c(=O)c3cccn3c3cccnc32)c(OC)c1OC | -3 | 2 | 0 | -3.4 | -3.0 | -0.8 | 23 | 4 | -26 | 5
Cc1cc(Sc2ncnc(N)c2[N+](=O)[O-])ncn1 | 1 | -1 | 2 | -1.1 | / | 2.3 | 9 | / | 7 | 0
Cc1ccccc1NC(=O)C(=O)N/N=C/c1cccc(Br)c1 | -4 | -8 | 4 | -5.2 | / | 1.5 | -11 | -11 | 14 | 0
CCOc1ccc(Nc2nc(C)cc(C)c2C#N)cc1 | 9 | -1 | 0 | -1.8 | -1.2 | -2.6 | 9 | 6 | 7 | 2
CC(NS(=O)(=O)OCC(Cl)(Cl)Cl)c1ccccc1 (configuration not stated) | -1 | 2 | -3 | 0.2 | -1.9 | -0.9 | 44 | 9 | 4 | 8
Cc1ccc2cccc([N+](=O)[O-])c2n1 | -2 | / | -2 | -0.6 | -0.4 | / | / | 0 | 4 | 10
O=C(O)c1ccc2cccnc2n1 | 1 | 0 | 2 | -2.8 | -1.1 | 1.4 | 24 | 7 | -5 | -1
Cc1cc2c(c(=O)n1CCc1ccccc1)C(c1ccco1)C(C#N)=C(N)O2 (configuration not stated) | 40* | 2 | -2 | -1.4 | -2.3 | 1.6 | -17 | -62 | -15 | 6
Cc1cc(C)c(S(=O)(=O)c2c(C)cccc2C)c(Cl)n1 | 0 | -9 | -4 | -11 | / | 2.1 | 5 | -11 | -6 | 16
COc1ccc(Cl)cc1N(CC(=O)Nc1ccc2c(c1)OCO2)S(C)(=O)=O | 2 | -5 | -4 | -3.6 | 1.9 | -2.7 | 28 | -8 | -5 | -10
CCOC(CNc1ncnc2sc(-c3ccccc3)cc12)OCC | 20 | -4 | 16 | -5.6 | 0.6 | -3.9 | 10 | -9 | -7 | 2
O=C(NN1C(=O)/C(=C/C=C/c2ccco2)SC1=S)c1ccccc1O | -3 | 15 | 6 | 58* | -1.1 | 0.6 | 5 | 19 | -24 | 2
COc1cc(CNC(=O)c2cc(-c3cc(Cl)ccc3OC)n[nH]2)cc(OC)c1 | -3 | / | -5 | -9.5 | -0.9 | / | / | 2 | / | 3
CCCCC(Nc1ncnc2ccccc12)C(=O)O (configuration not stated) | 3 | -7 | 6 | -0.8 | -2.0 | -0.8 | 14 | -5 | 3 | 10
COc1cccc(-c2nnc(SCc3ccccn3)n2C)c1 | 2 | 4 | -1 | -1.1 | -1.9 | 0.5 | 26 | 1 | 6 | 10
COc1ccc(C)cc1NC(=O)C1CC(=O)OC12CCCCC2 (configuration not stated) | -3 | -6 | -1 | -1.9 | 1.0 | 3.5 | 12 | 0 | -3 | -15
Cn1c(=O)c2c(ncn2CCCl)n(C)c1=O | 5 | 0 | 4 | -1.3 | -0.3 | 0.8 | 16 | -10 | 10 | 5
COc1ccc(Cc2c(-c3ccco3)nc3ccc(Br)cn23)c(C)c1 | -1 | / | -2 | -3.2 | -0.3 | / | / | 8 | / | /
C=C(C)C1CC=C(C)/C(=N\NC(=O)CNc2ccccc2OC)C1 (configuration not stated) | 8 | -2 | 2 | -1.6 | / | 1.5 | 4 | -2 | -3 | 3
CCCc1c(C(=O)N/N=C/c2ccoc2)nnn1-c1nonc1N | 0 | / | -5 | -0.6 | 11 | / | / | -1 | -4 | 2
O=S(=O)(Nc1cccc2cccnc12)c1ccc(S(=O)(=O)N2CCCC2)cc1 | 10 | -2 | -16 | -0.4 | -2.4 | -0.3 | 14 | 3 | -7 | 2
Cc1ccccc1NC(=O)N1C2CCCC1CC(NC(=O)C1CC1)C2 (configuration not stated) | -2 | -1 | -7 | -2.9 | 0.0 | -0.7 | 5 | -5 | 9 | 3
Cn1nc(C(C)(C)C)cc1C(=O)NCc1cc(F)cc2c1OCOC2 | 1 | 1 | ? | -4.0 | -0.7 | -1.1 | 5 | -7 | 4 | 9

Rewritten with tabs: part of the list above
SMILES	FBA Mtb inh	Rv3671c inh	BoNT-F LC inh	FadD28 binding	Mtb BioA inh	Mtb UGM inh	DUSP3 inh	CCHF vOTU inh	MazF activator	GDH-TPI counter
COc1cc(CNC(=O)c2cc(-c3cc(Cl)ccc3OC)n[nH]2)cc(OC)c1	-3	/	-5	-9.5	-0.9	/	/	2	/	3
COc1ccc(Cc2c(-c3ccco3)nc3ccc(Br)cn23)c(C)c1	-1	/	-2	-3.2	-0.3	/	/	8	/	/

(next part)
SMILES | FBA Mtb inh | Rv3671c inh | BoNT-F LC inh | FadD28 binding | Mtb BioA inh | Mtb UGM inh | DUSP3 inh | CCHF vOTU inh | MazF activator | GDH-TPI counter
O=C(Nc1ccccc1C(=O)O)c1ccc(N2C(=O)C3CC=CCC3C2=O)cc1 (configuration not stated) | -1 | -5 | ? | -3.4 | -1.6 | 2.3 | 36 | 6 | 2 | -3
O=C(NNC(=O)c1ccccc1F)c1cccc(Cl)c1 | -1 | 0 | -6 | 0.0 | -0.6 | -2.1 | 26 | 15 | 3 | 1
O=S(=O)(c1ccccc1F)N1CCc2ccccc2C1 | 2 | 2 | ? | -1.2 | 0.6 | 0.0 | 19 | 10 | 8 | -5
COc1ccc(C)cc1NC(=O)CCCN1C(=O)C2CC=CCC2C1=O (configuration not stated) | 0 | 1 | 8 | -2.8 | -0.9 | 1.0 | 24 | 2 | 2 | 5
CCN(CC)CCNc1nc(-c2ccco2)c2c(c1C#N)CC(C)(C)OC2 | 25 | -8 | -3 | -3.6 | -1.5 | 0.2 | -17 | -19 | -5 | 13
Cc1ccc(CNC(=O)c2nc3nc(C)cc(C)n3n2)cc1 | 1 | -11 | -3 | -1.3 | / | -2.9 | 26 | -8 | 7 | -6
CCCN(CC#CC(O)(c1ccccc1)c1cccnc1)CCC (configuration not stated) | -2 | -9 | -4 | 1.8 | / | 0.5 | 34 | -6 | -8 | 3
Cc1cccc(CNC(=O)c2sc(=O)n(Cc3c(C)cccc3C)c2C)c1 | 4 | / | -7 | -2.3 | -0.5 | / | / | 5 | / | 0
CC(C)n1nc(C(=O)Nc2ccccc2N2CCOCC2)c2ccccc2c1=O | 1 | -4 | 5 | -1.4 | / | -1.7 | 3 | -3 | -12 | 13
CN(C)C(=S)Oc1ccccc1C1(C)OCCO1 | 4 | / | 7 | -2.7 | -0.5 | / | / | 0 | 2 | -1
Cc1cc(C)cc(NC(=O)c2cnn(-c3ccccc3)c2C2CCNCC2)c1 | -2 | -1 | -7 | 1.1 | / | -3.9 | 13 | 6 | 8 | 8
O=C(Nc1nnc(-c2ccco2)o1)c1ccc(N2C(=O)CCC2=O)cc1 | 1 | -1 | -5 | -3.3 | / | 0.6 | 14 | 7 | 11 | 9
CN(C)CC1CCCCC1OC(=O)c1ccc(Cl)cc1 (configuration not stated) | -6 | 3 | 3 | -2.7 | / | -0.4 | 18 | -24 | -3 | -3
CCNc1nc(Cl)nc(N(NC(C)=O)C(C)C)n1 | -1 | -1 | -9 | -2.7 | / | 0.2 | 13 | 1 | 2 | -8
Cc1cc(Cl)c(O)c(-n2nc3ccccc3n2)c1 | 3 | -3 | -2 | -1.0 | / | -1.0 | 12 | 3 | -4 | 4
Cc1ccccc1CC1(CO)CCCN(Cc2ccc3c(c2)OCCO3)C1 (configuration not stated) | 1 | -10 | -4 | 0.2 | / | -2.8 | 25 | -1 | -2 | 5
Cc1ccccc1/C=N/N1C(=O)CSC1=S | -7 | -8 | -14 | / | 1.0 | 0.1 | 24 | 11 | 14 | 1
COc1cc(CN2CC(=O)N(c3cc(Cl)ccc3C)C2=S)cc(OC)c1OC | 4 | -17 | -1 | -4.4 | 0.0 | -2.6 | 24 | 7 | -5 | 2
Cc1ccccc1C(=O)Nc1nnc(-c2ccco2)s1 | 1 | 7 | 1 | 0.0 | -2.7 | -2.6 | 18 | 4 | -20 | 11
CSc1nc(C(=O)N2CCCC(N3CCN(c4ccccc4C)CC3)C2)cs1 (configuration not stated) | -1 | -1 | 6 | / | 3.0 | 4.0 | 6 | 6 | -7 | 0
O=C(OCc1nnc(-c2ccccc2)o1)c1cc(=O)[nH]c2ccccc12 | 0 | -5 | / | 0.3 | -0.5 | -2.0 | / | -5 | 3 | 23
COc1ccc(/C=C/C(=O)CC(O)(c2ccccc2)C(F)(F)F)cc1 (configuration not stated) | 2 | -8 | -3 | -6.9 | / | -0.3 | 27 | 2 | 4 | 30
COC(=O)c1cc(NC(=O)C(C)c2ccc(CC(C)C)cc2)ccc1O (configuration not stated) | 4 | -28 | -9 | -1.8 | / | 0.1 | 11 | 4 | -1 | 4
Cc1cc(C)n2nc(-c3ccc(F)cc3)cc2n1 | 6 | / | -6 | -1.6 | -1.5 | / | / | -2 | 1 | 4
CC(=O)N1CCOc2ccc(S(=O)(=O)N3CCC(C(=O)Nc4ccc(C)c(C)c4)CC3)cc21 | 0 | 1 | -3 | -2.3 | -2.3 | 0.4 | 6 | 1 | 8 | 11
C=CC[C@H](CC(=O)NCCO)C(=O)N[C@@H](C)COC(=O)[C@@H](CC=C)CC(=O)OC(C)(C)C | -2 | 0 | -3 | -1.3 | -0.6 | 2.1 | / | 11 | -2 | 4
COc1cc(CCC(=O)Nc2nnc(C)s2)cc(OC)c1OC | -2 | -2 | 5 | -3.2 | 0.6 | 0.8 | 34 | 4 | 6 | 11
Cc1nc2ccccc2n1C1CC(=O)N(N(C)C)C1=O (configuration not stated) | 0 | 4 | 1 | -1.1 | / | -0.3 | 56* | 8 | -12 | 5
CCOC(=O)C1CCN(C(c2cccc(F)c2)c2sc3nc(C)nn3c2O)CC1 (configuration not stated) | -1 | 6 | -5 | -1.7 | 5.6 | -1.4 | 35 | -4 | 15 | -13

Compound profiles, from the list above. Order of screens: FBA Mtb inh | Rv3671c inh | BoNT-F LC inh | FadD28 binding | Mtb BioA inh | Mtb UGM inh | DUSP3 inh | CCHF vOTU inh | MazF activator | GDH-TPI counter
Listed for CN(C)C(=S)Oc1ccccc1C1(C)OCCO1 = 4 | / | 7 | -2.7 | -0.5 | / | / | 0 | 2 | -1
Listed for O=C(OCc1nnc(-c2ccccc2)o1)c1cc(=O)[nH]c2ccccc12 = 0 | -5 | / | 0.3 | -0.5 | -2.0 | / | -5 | 3 | 23
Listed for COc1ccc(C)cc1NC(=O)CCCN1C(=O)C2CC=CCC2C1=O (configuration not stated) = 0 | 1 | 8 | -2.8 | -0.9 | 1.0 | 24 | 2 | 2 | 5
Listed for Cc1ccccc1CC1(CO)CCCN(Cc2ccc3c(c2)OCCO3)C1 (configuration not stated) = 1 | -10 | -4 | 0.2 | / | -2.8 | 25 | -1 | -2 | 5
Listed for Cc1ccccc1C(=O)Nc1nnc(-c2ccco2)s1 = 1 | 7 | 1 | 0.0 | -2.7 | -2.6 | 18 | 4 | -20 | 11
